# High-throughput results (PubChem BioAssay)
# mIAP act: activators of mouse IAP, primary screen, biochemical, luminescence, uHTS. AID 2805, 2010. intestinal alkaline phosphatase [Mus musculus]. 330,000 tested, 0.24% active. muIAP, CDP-Star luminescence, 30 min; active compounds read high; 1 = vehicle-only enzyme signal, 0 = enzyme-free wells. activation factor at 10 µM;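 active = activation factor of at least 2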; note: the source names both 10 and 20 µM as test concentration; values of inactives mirror those of a sister screen read the other way
#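 Assay system: mouse IAP enzyme / Compound: DMSO-dissolved test compounds / Timing: 30 min, room temperature / Measured by: luminescence from enzymatic CDP-Star hydrolysis / Control set: DMSO-only wells, enzyme-free buffer wells as negative control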
# hIAP block: human IAP inhibitors, primary screen, biochemical, luminescence, uHTS. Intestinal-type alkaline phosphatase (Homo sapiens), P09923. purified IAP, CDP-Star luminescence, 30 min. inhibition, % at 10 µM. 330,000 tested, 0.12% active;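 active = inhibition reaching a set limit with compound at 10 µM in the primary screen, cut at about 35% in these data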;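 note: plate controls were DMSO wells with enzyme for no effect and no-enzyme buffer wells for full effect; values of inactives mirror those of a sister screen read the other way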
# hIAP act: human IAP activators, primary screen, biochemical, luminescence, uHTS. Intestinal-type alkaline phosphatase (Homo sapiens), P09923. purified human IAP, CDP-Star luminescence, 30 min; active compounds read high; 1 = vehicle-only enzyme, 0 = enzyme-free background. activation factor at 10 µM. 330,000 tested, 0.16% active. AID 2524, 2010;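 active = activation factor of the enzyme at least 2-fold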; note: the source names both 10 and 20 µM as test concentration; values of inactives mirror those of a sister screen read the other way
# tim10-1 inh: growth inhibitors of tim10-1 mutant yeast, primary screen, luminescence, uHTS; S. cerevisiae tim10-1 ts strain growth, BacTiter-Glo, 24 h; inhibition, % at 20 µM; 330,000 tested, 2.2% active; AID 463190, 2010;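 active = inhibition of at least 40%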;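 note: mutant grown at 25 °C; 0% = DMSO wells with yeast and 100% = wells holding no yeast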
# ATG4B inh: ATG4B protease inhibitors, primary screen, biochemical, fluorescence, uHTS; 340,000 tested, 0.51% active; Cysteine protease ATG4B (Homo sapiens), Q9Y4P1; inhibition, % at 8.33 µM; ATG4B cleavage of LC3-PLA2, NBD-HPC fluorescence, 1 h; in the data active = inhibition above about 40%
# NLRP3 yeast inh: NALP3 inflammasome inhibitors in reconstituted yeast, primary screen, luminescence, uHTS; Yeast reconstituted NLRP3/ASC/caspase-1, beta-gal luminescence, 24 h; inhibition, % at 10 µM; 330,000 tested, 0.39% active;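 active = inhibition of 50% or more; inactive = inhibition below 50%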;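 note: plate controls were induced DMSO wells for no effect and uninduced yeast grown without galactose for full effect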
# mIAP block: inhibitors of mouse IAP, primary screen, biochemical, luminescence, uHTS; inhibition, % at 10 µM; intestinal alkaline phosphatase [Mus musculus]; 330,000 tested, 0.2% active; purified mouse IAP, CDP-Star luminescence, 30 min;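 active = inhibition of at least 40% at 10 µM in the primary screen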;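 note: plate controls were DMSO with enzyme for no effect and no enzyme wells for full effect; values of inactives mirror those of a sister screen read the other way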
# Apaf-1 inh: inhibitors of human Apaf-1 apoptosome, primary screen, biochemical, DEVD-Rh110 fluorescence, uHTS; reconstituted apoptosome caspase-3 activity; Apoptotic protease-activating factor 1 (Homo sapiens), O14727; AID 489030, 2010; inhibition, % at 20 µM; 330,000 tested, 0.71% active; active = inhibition of at least 40% at 20 µM;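 note: plate controls were DMSO wells for no effect and DEVD-CHO caspase inhibitor wells for full effect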
# Target sequence (O14727 whole entry, looked up): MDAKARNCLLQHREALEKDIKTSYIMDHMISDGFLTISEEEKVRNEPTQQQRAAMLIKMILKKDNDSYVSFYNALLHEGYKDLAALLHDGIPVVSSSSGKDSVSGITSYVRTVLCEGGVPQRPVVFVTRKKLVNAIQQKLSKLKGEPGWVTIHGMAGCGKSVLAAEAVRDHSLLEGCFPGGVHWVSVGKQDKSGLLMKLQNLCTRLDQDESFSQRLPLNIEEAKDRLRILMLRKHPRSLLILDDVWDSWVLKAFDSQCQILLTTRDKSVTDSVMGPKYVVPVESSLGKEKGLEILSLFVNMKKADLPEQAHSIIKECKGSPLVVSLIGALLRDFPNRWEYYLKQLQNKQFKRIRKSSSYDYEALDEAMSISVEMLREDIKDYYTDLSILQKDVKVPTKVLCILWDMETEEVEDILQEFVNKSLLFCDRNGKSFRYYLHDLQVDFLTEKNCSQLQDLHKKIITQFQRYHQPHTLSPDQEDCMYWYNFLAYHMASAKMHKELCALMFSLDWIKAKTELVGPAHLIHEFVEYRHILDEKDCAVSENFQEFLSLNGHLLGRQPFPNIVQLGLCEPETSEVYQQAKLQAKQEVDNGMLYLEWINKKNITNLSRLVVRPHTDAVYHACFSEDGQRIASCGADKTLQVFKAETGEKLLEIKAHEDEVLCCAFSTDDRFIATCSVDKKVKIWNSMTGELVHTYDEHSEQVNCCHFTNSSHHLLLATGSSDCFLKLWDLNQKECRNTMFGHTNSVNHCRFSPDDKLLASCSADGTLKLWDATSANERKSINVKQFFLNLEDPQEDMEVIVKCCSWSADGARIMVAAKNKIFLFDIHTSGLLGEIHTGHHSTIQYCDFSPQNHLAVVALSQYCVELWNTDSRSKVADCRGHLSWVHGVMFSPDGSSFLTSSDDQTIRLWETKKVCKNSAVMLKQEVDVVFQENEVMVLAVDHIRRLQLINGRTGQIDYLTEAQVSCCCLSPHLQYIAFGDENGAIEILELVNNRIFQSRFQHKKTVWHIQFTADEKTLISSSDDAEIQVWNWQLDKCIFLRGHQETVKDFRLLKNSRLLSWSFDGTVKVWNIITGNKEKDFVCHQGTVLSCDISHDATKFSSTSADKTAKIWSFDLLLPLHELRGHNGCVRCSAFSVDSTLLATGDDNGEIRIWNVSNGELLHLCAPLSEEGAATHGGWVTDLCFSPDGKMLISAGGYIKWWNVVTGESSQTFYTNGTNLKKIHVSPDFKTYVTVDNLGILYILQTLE
#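 detection = Rh110 fluorescence intensity | test system = biochemical Apaf-1 apoptosome reconstitution | also added = cytochrome c and DEVD-Rh110 substrate | schedule = 30 min plus 50 min, RT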
# TIM10 inh: growth inhibitors of isogenic TIM10 control yeast, primary screen, counter-screen for tim10-1 yeast inhibitor project, luminescence, uHTS. S. cerevisiae TIM10 strain growth, BacTiter-Glo luminescence, 24 h. inhibition, % at 10 µM. 330,000 tested, 1.4% active. AID 463195, 2010;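 active = inhibition of 40% or more at the single tested concentration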;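 note: wild-type TIM10 isogenic control strain grown at permissive 25 °C; 0% = DMSO yeast wells and 100% = minimal medium wells without yeast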
# Starred values were filed as active, the others as inactive; . = not tested or not shown.
SMILES,mIAP act,hIAP block,hIAP act,tim10-1 inh,ATG4B inh,NLRP3 yeast inh,mIAP block,Apaf-1 inh,TIM10 inh
CCN1CCN(CC(=O)Nc2ccccc2)C(=O)C1=O,1,6,0.94,14,-3,13,-2,-5,2
CN1CCN(CCc2nc3cc(NC(=O)COc4ccc(Cl)cc4)ccc3n2C)CC1,1,3,0.97,-13,-1,17,-3,27,-5
CC1CN(S(=O)(=O)c2cccc(C(=O)Nc3ccccc3N3CCCCC3)c2)CC(C)O1 (stereo not given),0.85,9,0.91,25,-3,22,15,0,13
OCCc1c[nH]c2ccc(OCc3ccccc3)cc12,0.99,-3,1,18,3,10,1,-1,3
CCC(C)Nc1nc(-c2ccc3c(c2)NC(=O)CO3)cs1 (stereo not given),0.95,8,0.92,2,-5,24,5,8,10
COc1ccc(OC)c(S(=O)(=O)N(C)CC(=O)N2CCN(c3ccccc3)CC2)c1,1,-25,1.2,19,-19,14,0,4,-8
COc1ccc(NC(=O)CN2C(=O)CC(C)S(=O)(=O)c3ccccc32)cc1 (stereo not given),1,-16,1.2,11,-11,-3,-4,1,-4
CC(=O)c1c(-c2ccccc2)[nH]c2ccccc12,1.1,8,0.92,-6,1,25,-13,2,-8
Cn1c(SCC(=O)Nc2cc(Cl)cc(Cl)c2)nnc1-c1ccc2nonc2c1,0.97,-11,1.1,-15,12,-8,3,-2,-19
CCN(CC)C(=O)c1ccc(C)c(Br)c1,1,4,0.95,-20,6,28,-2,5,-11
CCOC(=O)c1cc(CC)sc1NC(=O)c1ccc2c(c1)OCCO2,0.94,12,0.88,41*,4,2,6,34,32
CCCCN(CC)C(=O)Cc1cn(C)c2ccccc12,1,12,0.88,18,-5,17,-3,10,1
CC1CCC(NC(=O)c2nn(C)c3c2CS(=O)(=O)c2ccccc2-3)CC1 (stereo not given),1,-19,1.2,28,1,21,-1,9,-10
O=C1NC(=O)/C(=C\c2cn(CC(=O)N3CCOCC3)c3ccccc23)S1,1,5,0.95,-14,-6,-11,-3,8,11
c1ccc2[nH]c(N3CCOCC3)nc2c1,1.1,-4,1,14,2,3,-11,2,-4
COc1cccc(CNC(=O)Cc2csc(NC(=O)Nc3ccccc3OC)n2)c1,1.1,9,0.91,0,-4,8,-10,0,-3
O=C(c1cc(Cl)nc2ccccc12)N1CCN(S(=O)(=O)c2cccc(C(F)(F)F)c2)CC1,0.96,1,0.99,11,1,7,4,7,2
COc1cccc(CNc2ccc3c(c2)CCC3)c1,1.1,4,0.96,7,1,3,-8,10,1
Cc1ccc(CNc2cc(C(=O)O)ccc2Cl)s1,0.98,6,0.94,-43,2,11,2,-1,-14
CCOC(=O)C1CCCN(c2cc(NCCCO)c([N+](=O)[O-])c3nonc23)C1 (stereo not given),0.96,21,0.79,-1,.,7,3,40*,14
c1ccc(-c2ccnc3nc(-n4cccc4)nn23)cc1,1,-11,1.1,38,-1,18,0,2,15
CCCn1c(-c2ccc(F)cc2)cnc1SCC(=O)O,0.96,0,1,6,10,5,4,-2,-15
COc1ccccc1OCCSc1nnnn1C1CCCCC1,0.93,-11,1.1,14,-13,12,7,4,3
Cc1nc(N2CCC(C)CC2)c(C#N)c(C)c1[N+](=O)[O-],0.97,10,0.9,12,0,21,3,7,-25
O=C(c1ccc(S(=O)(=O)N2CCCC2)cc1)N1CCN(c2cccc(Cl)c2)CC1,0.96,-2,1,21,-5,13,4,16,12

# In a second layout: entries from further up
Molecule	mIAP act	hIAP block	hIAP act	tim10-1 inh	ATG4B inh	NLRP3 yeast inh	mIAP block	Apaf-1 inh	TIM10 inh
Cc1nc(N2CCC(C)CC2)c(C#N)c(C)c1[N+](=O)[O-]	0.97	10	0.9	12	0	21	3	7	-25
CCC(C)Nc1nc(-c2ccc3c(c2)NC(=O)CO3)cs1 (stereo not given)	0.95	8	0.92	2	-5	24	5	8	10
CCOC(=O)C1CCCN(c2cc(NCCCO)c([N+](=O)[O-])c3nonc23)C1 (stereo not given)	0.96	21	0.79	-1	.	7	3	40*	14

# As a short view, 2 of the compounds above.
SMILES,mIAP act,hIAP block,hIAP act,tim10-1 inh,ATG4B inh,NLRP3 yeast inh,mIAP block,Apaf-1 inh,TIM10 inh
CCN1CCN(CC(=O)Nc2ccccc2)C(=O)C1=O,1,6,0.94,14,-3,13,-2,-5,2
CN1CCN(CCc2nc3cc(NC(=O)COc4ccc(Cl)cc4)ccc3n2C)CC1,1,3,0.97,-13,-1,17,-3,27,-5

# Carrying on.
SMILES,mIAP act,hIAP block,hIAP act,tim10-1 inh,ATG4B inh,NLRP3 yeast inh,mIAP block,Apaf-1 inh,TIM10 inh
CCOC(=O)C1CCN(c2c(NCc3ccc(C(=O)N(C)Cc4ccccc4)cc3)c(=O)c2=O)CC1,0.99,4,0.96,9,-4,-7,1,-8,8
CC(=O)OC1COC(n2ccc3ccccc32)C(OC(C)=O)C1OC(C)=O (stereo not given),1.1,18,0.82,16,-8,1,-10,7,4
CS(=O)(=O)N(CC(N)=O)c1ccc(F)c(Cl)c1,1.1,18,0.82,-3,-5,-5,-10,-4,1
Cc1c(NC(=O)c2ccc(CC(C)C)o2)c(=O)n(-c2ccccc2)n1C,0.99,-2,1,15,-4,17,1,-1,0
COc1ccc(NCc2nnc(SCC(=O)N3CCCc4ccccc43)n2C)cc1,1.1,0,1,27,-1,23,-8,-16,16
O=C(Nc1ccccc1N1CCOCC1)c1cccc(F)c1,0.94,-5,1.1,26,6,-30,6,-5,-10
O=c1[nH]n2c(=O)c3c([nH]c2c1N=Nc1ccccc1)CCC3,0.68,-64,1.6,28,6,20,32,13,9
Cc1n[nH]c(=O)nc1NCc1ccccc1,0.95,5,0.95,16,-3,11,4,-16,-9
CCCCCOc1ccc(C(=O)CCC(=O)NC(C)c2ccc(S(N)(=O)=O)cc2)cc1 (stereo not given),0.97,0,0.99,8,-19,15,3,5,3
N#Cc1ccc(S(=O)(=O)Nc2ccccc2N2CCOCC2)cc1,0.97,-11,1.1,-1,-1,1,3,-1,-8
NC(=O)c1cc(Cl)ccc1OCC(=O)Nc1ccc2c(c1)OCO2,1,5,0.95,-5,7,12,-3,-9,-1
CN(C)CCCNc1ncnc2c1c(-c1ccccc1)cn2-c1ccccc1,1,8,0.92,1,-8,20,-4,21,4
CCOC(=O)N1C2=NC(C(=O)OC)=C(C(=O)OC)[C@@H]3N(C)c4ccccc4[C@]23C[C@H]1C(=O)OC,1,0,1,-2,-8,-3,-5,5,4
CCOC(=O)C1=C(C)OC(N)=C(C#N)C1c1cc(F)ccc1F (stereo not given),0.96,-5,1.1,16,-1,6,4,-8,13
Cc1ccccc1NS(=O)(=O)c1c(C(=O)N2CCCCCC2)c(C)n(C)c1C,0.94,-2,1,6,7,11,6,-6,17
CC(C)CC(NS(=O)(=O)c1ccccc1)C(=O)O (stereo not given),1,2,0.97,11,2,6,-2,-10,0
Fc1ccccc1/C=N/Nc1nn[nH]n1,0.85,4,0.96,3,-15,8,15,1,2
Cc1[nH]n(C(N)=S)c(=O)c1N=Nc1ccc([N+](=O)[O-])cc1Cl,0.7,28,0.72,45*,1,39,30,3,23
Cc1nnc2n1N=C(c1ccc3c(c1)NC(=O)CO3)CS2,0.93,-9,1.1,14,4,-1,7,-2,12
CN1CCN(NC(=O)c2cccs2)CC1,0.93,1,0.99,12,-5,-5,8,-6,-6
CCC1CCc2sc(C(=O)N(C)CC(=O)Nc3ccc(OC)cc3)cc2C1 (stereo not given),1,2,0.97,33,0,38,0,29,0
CCCOCc1ccc(O)c2ncccc12,1.1,-22,1.2,6,33,-15,-6,0,7
COc1cc2cnc(C3=CCCCC3)cc2cc1OC,1,-12,1.1,0,-21,35,0,12,5
CN(Cc1ccccc1)CC(O)COc1ccc(CNCc2cccnc2)cc1 (stereo not given),0.96,-3,1,-12,-6,6,4,-10,-24
CC(C(=O)Nc1nc2ccccc2[nH]1)N1C(=O)C2CC=CCC2C1=O (stereo not given),0.98,-3,1,8,-5,16,2,0,-3
# Next part.
SMILES,mIAP act,hIAP block,hIAP act,tim10-1 inh,ATG4B inh,NLRP3 yeast inh,mIAP block,Apaf-1 inh,TIM10 inh
CN(C(=O)CSc1nnnn1C)C1(C#N)CCCCC1,1,6,0.94,13,-5,-2,-3,-6,6
O=C(O)c1cc(N/N=C/C=C/c2ccccc2)ccc1Cl,0.9,6,0.94,1,-4,-8,10,7,3
O=C(O)c1cc(NC(=O)c2ccc3c(c2)C(=O)N(Cc2ccccc2)C3=O)cc(C(=O)O)c1,1.1,-20,1.2,-16,0,1,-8,1,-4
O=C(COc1ccc(F)cc1F)Nc1cccnc1,1.1,20,0.8,5,-3,18,-9,4,-1
CN(C)CCNC(=O)c1cc2cc(Br)ccc2oc1=O,0.96,12,0.88,8,-1,-6,4,-12,3
C(=N\n1cnnc1)/c1nc2ccccc2[nH]1,0.87,2,0.98,13,-7,-6,13,0,3
CCN(CC)C(=O)Oc1ccnc2cc(Cl)ccc12,0.92,-10,1.1,-5,3,20,8,9,-5
CSCCC(NC(=O)COc1ccccc1)C(=O)N1CCCC(C(F)(F)F)C1 (stereo not given),0.94,-10,1.1,14,2,4,6,-4,1
Cc1n[nH]c(C)c1CCCOc1ccccc1,0.98,-6,1.1,5,-8,24,2,5,-33
COc1ccccc1CNC(=O)CCCC(=O)n1nc(C)c2ccccc21,0.97,-2,1,24,7,10,3,10,-5
CCCCOc1ccc(C(=O)N/C(=C\c2ccc(OC)cc2)C(=O)OCc2ccco2)cc1,0.94,14,0.86,4,-9,-11,6,4,4
Cc1ccccc1-c1nnc(SCC(=O)NCc2ccc3c(c2)OCO3)n1C,1.1,-13,1.1,12,0,6,-10,7,-7
O=C(CC1C(=O)NCCN1Cc1ccc(F)cc1)NC1CCCCCCC1 (stereo not given),1,-18,1.2,-12,-7,13,-4,7,7
CCc1nnc(NC(=O)CCC(=O)N2CCN(c3cccc(Cl)c3)CC2)s1,0.95,-27,1.3,4,-6,-3,5,6,-1
O=S1(=O)CCN(Cc2ccc(F)cc2)CC1,1,2,0.98,-7,3,7,-3,-5,-4
NNC(=O)c1cc(-c2ccc(N)cc2)nc2ccc(Br)cc12,0.96,4,0.96,11,0,19,4,9,-19
Cc1ccc(NC(=O)c2ccc(-n3cccn3)c([N+](=O)[O-])c2)cc1,1,15,0.85,-5,-2,20,-3,-2,2
On1c(-c2ccco2)nc2c1CCc1nonc1-2,0.77,1,0.99,5,-14,16,23,0,4
O=c1[nH]c2ccc(N/C(=N/S(=O)(=O)c3ccccc3)c3ccccc3)cc2[nH]1,1,4,0.96,-15,-1,0,-1,1,-8
COc1ccc(C(=O)NC2CC2)cc1OC1CCN(Cc2ccc(SC)cc2)CC1,1,-7,1.1,5,-11,-2,-3,-8,9
COc1ccc(CCN2C(=O)NC(NC(=O)C(C)(C)C)(C(F)(F)F)C2=O)cc1OC (stereo not given),0.99,9,0.91,8,10,14,1,-3,6
COc1cc(C(C)=O)ccc1OCC(O)CN1CCN(S(=O)(=O)c2ccccc2)CC1 (stereo not given),1.1,-12,1.1,9,-11,11,-6,5,14
O=C(COC(=O)c1ccc(S(=O)(=O)Nc2ccccc2)cc1)NCc1ccco1,0.96,16,0.84,6,-2,7,4,7,-3
